High-throughput results (PubChem BioAssay)
PvdQ acylase = blocks Pseudomonas aeruginosa PvdQ acylase activity | purified PvdQ acylase, fluorescence plate reader | inhibition, % at 10 µM | 340,000 tested, 0.063% active; in the data active = inhibition above about 30%, passing the limit was not always enough; inconclusive = no clear call, values can overlap the other calls;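 also: 0% = vehicle neutral wells and 100% = reference inhibitor wells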
RTF Ca sens inh = cardiac RTF calcium desensitization; IANBD-labeled cardiac RTF, Ca2+ fluorescence; inhibition, % at 7.15 µM; 340,000 tested, 0.12% active; AID 493244;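 active = inhibition above the mean inhibition of all tested compounds plus 3 SD, cut at about 17% in these data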;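 also: assay run at fixed EC70 calcium of 1.6 mM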
LANA DNA inh = blocks KSHV LANA C-terminal domain binding to DNA. MBP-C-LANA/FAM-LBS DNA binding, fluorescence polarization. inhibition, % at 9 µM. 340,000 tested, 0.078% active. AID 504423;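 active = highest replicate inhibition at or above 60% at 9 µM, even if other replicates fall short; inactive = all replicates below 60% inhibition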;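 also: 0% = neutral control wells and 100% = 4 µM acridine orange control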
PKA-R2B act = PKA-R2B complex activation; P22694+P31323; PKA-R2B holoenzyme dissociation, Cy5-IP20 fluorescence polarization; R2B truncated from residue 108, S112A mutant; 0% DMSO only, 100% 113 µM cGMP; activation, % at 11.4 µM; 340,000 tested, 0.079% active; AID 504700;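 active = activation above a cutoff set at the mean over all compounds plus 3 SD, cut at about 18% in these data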;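 also: higher means more holoenzyme dissociation and a rise in polarization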
SR-BI DiI-HDL act = enhances SR-BI lipid uptake from DiI-HDL; CHO ldlA[mSR-BI] cells, DiI-HDL uptake fluorescence, 3 h; 100 = double the neutral-control signal; AID 504775; 320,000 tested, 0.096% active; activation, % at 12.5 µM;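 active = mean replicate activation of at least 60% and every replicate at or above 60%; inconclusive = mean or all-replicate condition met, but not both; inactive = mean below 60% and not all replicates reaching 60%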;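 also: 0% = median plate neutral-control signal and 100% = twice that signal; values of inactives mirror those of a sister screen read the other way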
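Assay system: CHO ldlA[mSR-BI] cells, LDL receptor-null, SR-BI overexpressing; medium: Ham's F12 with 0.5% BSA, HEPES 25 mM, pH 7.4; also added: DiI-HDL 10 µg/mL; timing: 3 h uptake period with compound, 37 °C; signal: DiI fluorescence, bottom read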
DAGLB inh = diacylglycerol lipase beta (human) inhibition. HEK293T DAGLB membrane lysate, EnzChek fluorogenic substrate. inhibition, % at 5.17 µM. 340,000 tested, 0.059% active. AID 504411; in the data active = inhibition above about 34%;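 also: 0% = enzyme with vehicle and 100% = wells lacking enzyme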
Keap1-Nrf2 PPI = inhibitors of human Keap1-Nrf2 protein-protein interaction. Keap1 Kelch-Nrf2 peptide fluorescence polarization, 1536-well. AID 504523. 340,000 tested, 0.15% active. inhibition, % at 9.4 µM; in the data active = inhibition above about 12%; inconclusive = no clear call, values can overlap the other calls; inactive = below about 7.3%;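 also: human Keap1 Kelch domain with fluorescein labeled Nrf2 9mer peptide probe; 0% = neutral control wells and 100% = peptide positive control; higher means more block of Keap1 binding to Nrf2 peptide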
Arrestin-AP2 inh = inhibitors of human beta-arrestin and AP2 interaction. FITC-arrestin peptide / GST-AP2 beads, flow cytometry; AP2 beta2 appendage carries R879A mutation. inhibition, % at 10 µM. AID 504490. 340,000 tested, 0.31% active;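 active = inhibition above a set limit, near 3 SD of compounds lacking own fluorescence, cut at about 54% in these data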;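 also: plate controls were DMSO wells for no effect and 5 µM unlabelled arrestin peptide for full effect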
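System: GST-tagged AP2 beta2-adaptin appendage (R879A) on 4 µm glutathione beads / Reagent: FITC-arrestin peptide, 50 nM / Detection: HyperCyt-sampled flow cytometry, FL1 channel, ex 488/em 535 nm / Timing: 12 min plus 1 h, RT / Buffer or medium: PBS plus Tween 20 (0.05%) and BSA (0.1%)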
SR-BI HDL uptake = blocks mouse SR-BI lipid uptake from DiI-HDL. Q61009. inhibition, % at 12.5 µM. AID 488896. 320,000 tested, 0.96% active. ldlA[mSR-BI] CHO cells, DiI-HDL uptake fluorescence, 3 h;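 active = mean replicate inhibition of at least 70% and a set share of replicates each scoring 70 or more; inconclusive = meets just one of the two criteria; inactive = fails both criteria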;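 also: 0% = median of neutral control wells and 100% = median of positive control wells; values of inactives mirror those of a sister screen read the other way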
NSD2 HMT inh = inhibitors of human histone methyltransferase NSD2; O96028; NSD2 peptide methylation, AlphaScreen, 120 min; inhibition, % at 12.5 µM; 310,000 tested, 0.54% active; in the data active = inhibition above about 50%
Target sequence (O96028 whole entry, looked up): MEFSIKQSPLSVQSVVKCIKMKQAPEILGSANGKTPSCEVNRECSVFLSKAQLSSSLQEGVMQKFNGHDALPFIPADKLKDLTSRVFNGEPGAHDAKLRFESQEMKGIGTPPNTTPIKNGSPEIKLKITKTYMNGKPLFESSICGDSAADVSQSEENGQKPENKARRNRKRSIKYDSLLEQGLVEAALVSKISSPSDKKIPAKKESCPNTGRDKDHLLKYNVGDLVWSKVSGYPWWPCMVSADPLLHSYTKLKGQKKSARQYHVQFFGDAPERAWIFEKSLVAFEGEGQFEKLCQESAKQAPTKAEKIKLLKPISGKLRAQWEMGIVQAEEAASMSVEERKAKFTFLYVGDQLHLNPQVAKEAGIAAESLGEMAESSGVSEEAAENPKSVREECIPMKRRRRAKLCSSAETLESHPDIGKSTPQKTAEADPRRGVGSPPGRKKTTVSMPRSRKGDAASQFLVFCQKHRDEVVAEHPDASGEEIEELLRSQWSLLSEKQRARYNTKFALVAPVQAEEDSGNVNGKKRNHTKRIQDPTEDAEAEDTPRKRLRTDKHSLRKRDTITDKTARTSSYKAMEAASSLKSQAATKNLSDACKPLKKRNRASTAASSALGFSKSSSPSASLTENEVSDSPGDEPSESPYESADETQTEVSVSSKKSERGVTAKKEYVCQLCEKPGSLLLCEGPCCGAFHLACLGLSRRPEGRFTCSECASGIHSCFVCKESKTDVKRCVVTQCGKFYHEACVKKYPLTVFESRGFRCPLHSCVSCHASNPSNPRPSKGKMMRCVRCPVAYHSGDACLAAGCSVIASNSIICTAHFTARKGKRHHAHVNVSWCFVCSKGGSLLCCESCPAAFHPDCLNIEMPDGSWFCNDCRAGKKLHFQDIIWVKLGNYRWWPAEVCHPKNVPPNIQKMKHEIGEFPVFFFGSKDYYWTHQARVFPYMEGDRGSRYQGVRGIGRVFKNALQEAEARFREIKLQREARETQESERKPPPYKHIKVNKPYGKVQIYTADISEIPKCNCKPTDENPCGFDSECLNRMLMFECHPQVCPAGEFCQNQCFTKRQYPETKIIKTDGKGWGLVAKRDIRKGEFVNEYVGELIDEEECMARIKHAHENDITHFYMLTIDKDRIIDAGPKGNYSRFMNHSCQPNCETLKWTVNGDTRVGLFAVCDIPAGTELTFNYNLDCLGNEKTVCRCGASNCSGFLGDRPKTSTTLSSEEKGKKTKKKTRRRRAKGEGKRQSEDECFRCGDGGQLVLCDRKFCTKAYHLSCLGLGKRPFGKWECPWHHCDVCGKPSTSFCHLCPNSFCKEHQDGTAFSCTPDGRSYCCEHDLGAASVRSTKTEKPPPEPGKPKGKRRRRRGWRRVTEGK
* marks the source's active call; other numbers are inactive results; u = inconclusive; x = not tested or not shown.

SMILES	PvdQ acylase	RTF Ca sens inh	LANA DNA inh	PKA-R2B act	SR-BI DiI-HDL act	DAGLB inh	Keap1-Nrf2 PPI	Arrestin-AP2 inh	SR-BI HDL uptake	NSD2 HMT inh
Nc1n[nH]c(N)c1N=Nc1cccc(C(F)(F)F)c1	-13	-3	2.1	-7	-4	6	-6	12	4	19
Cc1ccc(-n2cccc2C(=O)NS(=O)(=O)c2ccc(C)cc2)cc1	10	-2	-1.0	-9	22	3	-4	11	-22	6
COC(=O)c1ccc(N)c(CS(=O)(=O)c2ccc(Cl)cc2)c1	-5	-2	-0.9	-7	-2	-3	0	6	2	2
O=C(NCCc1ccccn1)c1ccc(OC(F)F)cc1	2	6	1.2	-5	-2	0	2	14	2	-3
COc1ccc(S(=O)(=O)N2CCCCC2)cc1NC(=O)C1CCCO1 (centres undefined)	-8	-3	0.9	3	0	-5	-4	6	0	3
Nn1c(Nc2ccccc2)nc2ccccc2c1=O	-4	-13	2.2	-2	-1	2	0	3	1	3
Cc1ccc2nc(-c3ccc(-c4ccccn4)s3)cn2c1	3	0	0.1	2	-21	-3	-1	-24	21	-5
Cc1ccc(-c2ccnc3cc(C)nn23)cc1	-3	-2	-3.0	2	-21	-2	-1	11	21	-2
O=C(O)CC(NC(=O)c1ccncc1)c1ccccc1 (centres undefined)	-1	1	-0.2	-11	4	-1	1	2	-4	-1
CC(=O)c1cc(C(=O)N2CCCC(CCC(=O)N(C)CCc3ccccn3)C2)cs1 (centres undefined)	-6	9	-1.4	3	17	3	-3	-18	-17	1
Cc1ccc(SCC(=O)N(C)CC(=O)Nc2cccc(F)c2)c(C)c1	2	-7	x	-11	11	-3	x	19	-11	-1
CCN(CC)c1cc(NCCO)c([N+](=O)[O-])c2nonc12	-9	-7	-1.1	3	u	0	1	4	-110	10
CN(C)S(=O)(=O)c1cccc(-c2nn(-c3ccccc3)cc2/C=C2\SC(=S)N(CC(=O)O)C2=O)c1	-5	-13	1.3	3	x	10	0	7	x	6
Cc1occc1C(=O)NNC(=O)c1ccc(Br)o1	-13	2	-1.4	-3	6	-5	3	-1	-6	-5
CCCCn1nnnc1SCC(=O)c1ccc(C)c(C)c1	-11	-19	0.4	-2	12	-15	0	4	-12	-2
COc1cccc(-c2n[nH]c(=S)n2Cc2ccco2)c1OC	-4	5	-0.4	-3	19	4	0	7	-19	-1
CC1(C)CC(NC(=O)COc2ccc3ccc(=O)oc3c2)CC(C)(C)N1	-6	-3	0.4	0	9	-2	1	-6	-9	-3
C=CCNC(=S)N/N=C/c1ccc(OCc2ccccc2)cc1	-14	-2	1.2	8	14	-3	2	-4	-14	3
Cc1ccc(NC(=O)NCc2cccnc2)cc1	-8	-10	1.5	11	-7	3	-1	27	7	-2
CSc1nncn1/N=C/c1cc(Cl)ccc1F	-9	-4	-0.1	-3	-1	1	6	-3	1	-1
Cc1nnc(NC(=O)CSc2nnc(CNC(=O)c3ccc(S(=O)(=O)N(C)C)cc3)o2)s1	9	-7	-0.2	4	-9	1	-2	43	9	-3
C=CCn1c(=O)c2ccccc2n2c(SC(C)C(N)=O)nnc12 (centres undefined)	-21	-7	-1.1	7	8	0	0	-1	-8	-2
Cc1ccc(NC(=O)Nc2ccc(S(N)(=O)=O)cc2)cc1	3	2	-0.3	1	-11	-1	-2	2	11	2
CSc1nc2ccc(NC(=O)CSc3nnc(N)s3)cc2s1	5	-9	0.6	3	-2	3	7	17	2	1
Cc1ccc(C(=O)CN(Cc2ccccc2)C2=NCCS2)cc1	-7	-5	0.7	0	4	-2	1	-1	-4	-5

Structures listed so far that have a Cl atom, in the order listed:
SMILES	PvdQ acylase	RTF Ca sens inh	LANA DNA inh	PKA-R2B act	SR-BI DiI-HDL act	DAGLB inh	Keap1-Nrf2 PPI	Arrestin-AP2 inh	SR-BI HDL uptake	NSD2 HMT inh
COC(=O)c1ccc(N)c(CS(=O)(=O)c2ccc(Cl)cc2)c1	-5	-2	-0.9	-7	-2	-3	0	6	2	2
CSc1nncn1/N=C/c1cc(Cl)ccc1F	-9	-4	-0.1	-3	-1	1	6	-3	1	-1

The listing continues.
SMILES	PvdQ acylase	RTF Ca sens inh	LANA DNA inh	PKA-R2B act	SR-BI DiI-HDL act	DAGLB inh	Keap1-Nrf2 PPI	Arrestin-AP2 inh	SR-BI HDL uptake	NSD2 HMT inh
CSc1nnnn1-c1ccc(C)c(Cl)c1	-1	0	2.0	0	-15	-3	-2	-1	15	-2
O=C(c1cc(Br)ccc1Cl)N1CCN(c2ccc(N3CCOCC3)nn2)CC1	-1	4	-1.1	1	-55	-4	3	40	55	0
Cn1ccs/c1=N\S(=O)(=O)c1ccc(C(C)(C)C)cc1	-16	0	1.0	-1	25	0	-4	5	-25	-1
COc1ccc(NC(=O)Cn2c(=O)n(Cc3ccco3)c(=O)c3ccccc32)cc1	-9	-2	0.8	3	16	0	3	9	-16	-1
Cn1c(SCC(=O)C(C)(C)C)nnc1-c1ccncc1	-3	1	-0.7	-9	11	2	-6	2	-11	-3
COc1ccccc1NC(=O)/C(=N/OCc1ccc(F)cc1)C(C)=O	10	4	-0.4	2	-21	-3	-1	33	21	-2
Cc1ccc(C2N=C(N)Nc3nc4ccccc4n32)cc1 (centres undefined)	5	-3	17	-6	-6	0	1	5	6	0
CC(=O)N1CCc2cc(S(=O)(=O)NC(C(=O)Nc3nc(C)cs3)C(C)C)ccc21 (centres undefined)	-18	-10	2.6	-2	-7	3	-2	-8	7	-4
COC(=O)[C@@]1(C)[C@H]2C(=O)N(Cc3ccccc3)C(=O)[C@H]2[C@H]2CN(C)C(=NC3CCCCC3)N21	-6	-4	0.1	1	-3	1	-3	7	3	x
CC(=O)NC(Cc1ccc(F)cc1)C(=O)N1CCN(C(=O)NCc2ccccc2)CC1 (centres undefined)	-6	3	0.8	-4	20	-3	1	4	-20	5
COc1ccc(Cl)cc1N(CC(=O)N1CCCC1)S(C)(=O)=O	-16	10	1.7	-2	1	-1	0	13	-1	-1
Cn1c(C(=O)NCc2cccs2)cc2c(=O)n(C)c3ccccc3c21	-6	-2	0.3	-9	10	-3	-7	2	-10	x
CCCC(C(=O)NCc1ccco1)N(CC1CCCO1)C(=O)CNS(=O)(=O)c1ccc(F)cc1 (centres undefined)	-2	-7	0.0	13	x	-1	-6	24	x	21
O=C(NNS(=O)(=O)c1ccccc1[N+](=O)[O-])c1cccc([N+](=O)[O-])c1	-1	-6	-0.7	1	18	1	-4	-2	-18	-2
O=C(O)c1ccc(NS(=O)(=O)c2ccc(C(=O)Nc3ccccc3)cc2)cc1	-7	-2	-0.9	4	8	2	1	-1	-8	x
O=C(CCCC(=O)NN=Cc1cccc(O)c1)NN=Cc1cccc(O)c1	-8	2	0.8	-9	-3	3	0	-2	3	-1
CN(C(=O)c1ccncc1)C1CCCN(Cc2ccccc2F)C1 (centres undefined)	-9	-5	1.0	-4	9	-2	-6	-4	-9	0
Cc1cc(C)c(C#N)c(Sc2ccccc2N)n1	1	-8	-0.8	-5	17	2	-6	-5	-17	-1
Cc1cc(Oc2ccc(C#N)cc2)nc(NCc2ccccc2)n1	-14	3	-0.4	-5	4	-6	3	-8	-4	-2
Cc1cc2c(cc1C)C(c1ccccc1F)CC(=O)N2 (centres undefined)	-1	3	-0.6	-4	16	-5	-4	3	-16	-2
COCCN(C(=O)Cn1nnc2ccccc21)C(C(=O)NC1CCCC1)c1cccc(OC)c1OC (centres undefined)	-20	-15	-2.0	5	21	1	-1	3	-21	4
CSc1cccc(NC(=S)N2CCC(c3ccccc3)C2)c1 (centres undefined)	-3	4	0.4	1	-6	-11	2	-8	6	2
C/C(=C\c1ccc2c(c1)OCO2)C(=O)c1c(C)cc(C)[nH]c1=O	-16	-1	-1.9	-5	4	3	-4	-5	-4	-1
O=C(O)Cn1cc(C(=O)C(F)(F)F)c2ccccc21	-10	-4	0.7	8	11	2	-2	-6	-11	-5
CC(=O)Oc1ccc2c(C)c(CC(C)O)c(=O)oc2c1 (centres undefined)	13	-8	2.4	-6	1	0	2	0	-1	0
SMILES	PvdQ acylase	RTF Ca sens inh	LANA DNA inh	PKA-R2B act	SR-BI DiI-HDL act	DAGLB inh	Keap1-Nrf2 PPI	Arrestin-AP2 inh	SR-BI HDL uptake	NSD2 HMT inh
Cn1c(SCC(=O)c2ccccc2)nnc1C1CC1	1	-4	4.0	-7	-3	-1	1	5	3	0
CC(C)CNC(=O)NC1C(NC(=O)NCC(C)C)N(C)C(=O)N1C (centres undefined)	-6	4	-1.2	-8	12	0	1	3	-12	-3
CCCCOc1ccc(C(=O)NCC(=O)NCC(c2ccc(OC)cc2)N2CCOCC2)cc1 (centres undefined)	-5	10	1.0	-8	13	2	-6	-12	-13	-2
CCCNC(=O)COC(=O)/C=C/c1ccc(C)o1	-6	-8	-0.3	-1	17	0	-5	-3	-17	-1
O=C(Cn1nnc(-c2ccc([N+](=O)[O-])cc2)n1)NNC(=O)c1ccccc1	-10	2	0.2	10	14	3	-1	1	-14	x
CCN(CC)C(=O)C(=O)c1cccn1-c1cccc(Cl)c1C#N	-1	2	-0.6	-5	10	0	1	-6	-10	2
Cc1ccc(S(=O)(=O)N2CCCCC2)cc1C(=O)OCC(=O)NC(=O)NC12CC3CC(CC(C3)C1)C2	-5	-17	1.2	2	-4	-3	-2	-3	4	-2
CC(Sc1nc(O)c(-c2ccccc2)c(=O)[nH]1)C(=O)Nc1ccc(Cl)cc1 (centres undefined)	-12	-20	-0.1	3	-6	2	0	-5	6	2
CC1Cc2cc(S(=O)(=O)N3CCC(C(=O)Nc4ccccn4)CC3)ccc2N1C(=O)C1CCC1 (centres undefined)	-14	-2	0.0	-5	-24	-2	-1	-8	24	-3
Cc1ccc(C(=O)N2CC(C)CC(C)C2)cc1S(=O)(=O)N1CCCCC1 (centres undefined)	-3	-5	0.4	8	-7	-3	1	6	7	-2
CC1CCC2C(=O)N(c3ccc(NC4CCN(Cc5ccccc5)CC4)c([N+](=O)[O-])c3)C(=O)C2C1 (centres undefined)	-9	-18	-1.4	-5	x	7	1	20	x	-4
COc1cccc(C2/C(=C(/O)c3cnn(-c4ccccc4)c3C)C(=O)C(=O)N2CCN(C)C)c1OC (centres undefined)	-3	-3	1.8	6	0	-2	-1	-5	0	1
COC(=O)CSc1ncnc2c1sc1nc(N3CCOCC3)c3c(c12)CCCC3	-13	2	-0.3	-7	-25	-2	1	-3	25	-3
O=C(c1cccc([N+](=O)[O-])c1)N1CCOCC1	-3	7	0.6	-5	-10	2	-2	-7	10	-2
